Screening data deposited in PubChem by National Center for Advancing Translational Sciences (NCATS).
KB-V1 MDR tox – kills drug-selected multidrug resistant KB-V1 cells; Potency, µM (highest dose often 46.1 µM), inactives show at the highest dose activity change, negative = cytotoxicity, actives largely listed as cytotoxic; 400,000 tested, 3.4% active; KB-V1 MDR cells viability, CellTiter-Glo, 72 h; note: nearly all actives have a fitted effect of over 60% in size
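Drug-selected KB-V1 cells, grown in DMEM lacking phenol red with 10% FBS, receive compound titrations; after three days at 37 degrees C, surviving cell ATP is quantified by CellTiter-Glo luminescence and responses normalized and curve-fitted.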
KB-3-1 cytotox – KB-3-1 parental cell cytotoxicity. Potency, µM (doses to about 46.1 µM), without a hit: at the top dose activity change, negative = cytotoxic, most hits filed as cytotoxic. KB-3-1 viability, CellTiter-Glo ATP luminescence, 72 h. 400,000 tested, 1.4% active; note: nearly all actives have a fitted effect of over 60% in size
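Using CellTiter-Glo luminescence, growth of non-resistant KB-3-1 adenocarcinoma cells is assessed 72 h after pin-tool compound addition at 37 °C. Normalized responses across the concentration series yield fitted curves.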
ATXN2 expr inh – inhibitors of ATXN2 expression. 360,000 tested, 0.72% active. AID 1745845. Potency, µM (series often up to 57 µM), for inactives: at the top dose activity change, negative = inhibition, hits mostly inhibitors. HEK-293 ATXN2-luciferase reporter, luminescence, 24 h; note: nearly all actives have a fitted effect of over 55% in size
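qHTS (up to 57 uM final) was run with 24 h compound exposure of reporter cells at 37 °C. Each well was multiplexed: SteadyGlo luminescence measured ATXN2-luciferase expression after a fluorogenic Gly-Phe-AFC viability readout (25 uM final).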
Numbers without * were called inactive; ? = inconclusive; [ ] = remark or other dose. Calls come from the whole dose curve; as a rule, active = well fitted curve in the direction sought with a large enough effect; inconclusive = small, poorly fitted or top-dose-only effect, or another doubt; inactive = no such curve, though single readings can be large; an effect the other way counts as inactive or inconclusive. % is set by controls: 0 for no effect and ±100 for the full control effect; potency is the fitted concentration of half-maximal effect. Only part of the results is shown. The share of hits here may be higher or lower than overall.

SMILES | KB-V1 MDR tox | KB-3-1 cytotox | ATXN2 expr inh
CCOC(=O)Cn1c(-c2cccs2)cc2cc(Cl)ccc21 | 18% | 8% | -14%
CCOc1ccc(-n2c(=O)c3c(C)c(C)sc3n(Cc3c(F)cccc3Cl)c2=O)cc1 | -6% | 6% | 4%
Cc1ccc2c(c1Br)C(O)(CC(=O)c1ccc(F)cc1)C(=O)N2 (stereo not given) | 9% | 11% | -3%
O=C(CSc1nc2ccccc2n1Cc1cccc(F)c1)NCc1ccccc1 | 0% | -1% | ?
COc1ccc(NC(=O)c2cc(=O)c3cc(C)cc(C)c3o2)cc1 | 1% | -4% | 2%
CC1CCc2nc3ncn(Cc4ccc(Cl)cc4)c(=O)c3cc2C1 (stereo not given) | 0% | 0% | 41%[activator]
COc1ccc(NCc2cc3cc4c(cc3n(CC(=O)Nc3cccc(F)c3)c2=O)OCO4)cc1 | -13% | 11% | -13%
CCc1ccc(CNC(=O)C2CCCN(c3nnc(C)c4c(C)n(-c5ccc(OC)cc5)nc34)C2)cc1 (stereo not given) | ? | -27% | -20%
COc1ccc(-c2nc(C)c(CCNC(=O)C(=O)Nc3ccccc3F)s2)cc1 | ? | ? | 7%
CSc1ccc(CNC(=O)C2CCN(c3nc4ccccc4nc3C(F)(F)F)CC2)cc1 | 1% | 2% | 1%
CC(=O)N1CCc2c(sc3c2c(=O)n(-c2cccc(Cl)c2)c(=O)n3Cc2ccc(F)cc2Cl)C1 | 6% | -1% | -10%
CCC(C(=O)Nc1ccc(C(C)=O)cc1)n1c(C)c2cnn(-c3ccccc3)c(=O)c2c1C (stereo not given) | 3% | -8% | -1%
COc1cccc(NC(=O)Cn2cnc3c(nc4n3CCCCC4)c2=O)c1 | 6% | 12% | 6%
COc1cccc(NS(=O)(=O)c2ccc3[nH]c4c(c3c2)CCCCCC4)c1 | 0% | -22% | -23%
Cc1nc2c(c(C)nn2-c2ccccc2)c(C)c1CCC(=O)NCCc1ccc(Cl)cc1 | -5% | 5% | 3%
CCCn1c(=N)c(C(=O)NCc2cccnc2)cc2c(=O)n3cc(C)ccc3nc21 | ? | 5% | 11%
Cc1[nH]c2ccccc2c1C(c1ccccc1)c1ccc(Cl)s1 (stereo not given) | 23% | -7% | ?
CCCSc1nc2c(c(=O)[nH]1)C(c1ccc(F)cc1F)CC(=O)N2 (stereo not given) | 37% | -10% | -4%
O=C(NCCc1ccccc1)c1ccc2nc(CCc3ccccc3)oc2c1 | 1% | 9% | 39%[activator]
O=C(CSc1nc2c([nH]c3ccccc32)c(=O)n1-c1ccc(F)cc1)N1CCCCC1 | -10% | -7% | -11%
COc1ccc(-c2coc3c2c(C)cc2oc(=O)c(CC(=O)O)c(C)c23)cc1 | 4% | -26% | 11%
Cc1ccc2c(=O)cc(C(=O)Nc3ccc(S(=O)(=O)N4CCCCCC4)cc3)oc2c1C | 16% | 4% | 14%
COc1ccccc1N1CCN(C(=O)c2cc3c(-c4ccccc4F)nn(C)c3s2)CC1 | ? | ? | ?
COc1cccc(-c2csc(-c3c(N)c(C(=O)c4ccccc4)n4ccccc34)n2)c1 | -13% | 1% | 7%
CC1CN(c2ccc(Cl)cc2)c2nc3c(c(=O)n(CC(=O)O)c(=O)n3C)n2C1 (stereo not given) | ? | 11% | 3%
The list continues.
SMILES | KB-V1 MDR tox | KB-3-1 cytotox | ATXN2 expr inh
CCc1ccccc1N(C)C(=O)C1CCCN(c2ncnc3onc(-c4ccc(F)cc4)c23)C1 (stereo not given) | 7% | 0% | 8%
COc1ccc(CCNC(=O)c2c(C)nn(-c3ccc(F)cc3)c2-n2cccc2)cc1OC | 5.2µM* | 5.8µM* | -21%
Cc1cc(C)cc(OCC(=O)N2CCC(c3nc4ccccc4s3)CC2)c1 | -20% | -2% | -18%
O=S(=O)(c1ccccc1)c1nc(-c2ccccc2F)oc1N1CCOCC1 | ? | 15% | -3%
CCC(=O)N1c2ccc(S(=O)(=O)N3CCCCCC3)cc2CC1C (stereo not given) | -18% | 14% | 0%
CC(NC(=O)c1ccc2c(c1)CCN2S(=O)(=O)c1ccccc1)c1ccccc1 (stereo not given) | -5% | -1% | 3%
CCCc1cc(N2CCN(c3cccc(C)c3C)CC2)n2cnnc2n1 | ? | -25% | -25%
Cc1ccc(OCc2nc(-c3ccc(C(=O)NCCc4ccc(S(N)(=O)=O)cc4)cc3)oc2C)cc1 | 0% | -2% | -8%
CC(=O)N1CCc2c(sc3c2c(=O)n(-c2ccccc2)c(=O)n3CC(=O)Nc2cccc(C)c2)C1 | 13% | 3% | -35%
COc1ccccc1NC(=O)Cn1c(=O)n(CCc2ccccc2)c(=O)c2sc3ccccc3c21 | 11% | -11% | 16%
Cc1ccc(-c2nnc(SCc3ccccc3C)o2)cc1 | ? | -1% | 59%[activator]
O=C(Nc1ccc(Br)cc1)c1ccc(Br)c(S(=O)(=O)NCc2ccccc2)c1 | 13µM* | ? | ?
COc1cc2ccccc2cc1C(=O)Nc1cc(-c2nc3ccccc3o2)ccc1C | -5% | 0% | 4%
Cc1ccc(Cn2c(C(=O)Nc3ccc(Cl)cc3)cc3sccc32)cc1 | 0% | 0% | 4%
COc1ccc(OC)c(NC(=O)c2oc(=O)c3ccccc3c2-c2ccccc2)c1 | -10% | ? | 10%
CCCCNC(=O)C1CCC(Cn2c(=O)c3sccc3n(CC(=O)Nc3ccccc3)c2=O)CC1 (stereo not given) | 21% | 8% | 13%
CCOc1ccc(CN2CCc3nc(Nc4ccc5c(c4)OCCO5)ncc3C2)cc1 | 35% | 2% | 13%
COc1ccc(NS(=O)(=O)c2ccc3[nH]c(=O)ccc3c2)cc1OC | ? | 2% | 3%
Cc1cc(C)c(S(=O)(=O)Nc2ccc(-c3ccc(N4CCCCC4)nn3)cc2)cc1C | 0% | -18% | 11%
Cn1c(=O)c2c(-c3ccccc3Br)n(Cc3ccccc3)cc2n(C)c1=O | 8% | 3% | -26%
CCC1CCCCN1CCCNC(=O)c1ccc2c(c1)N(Cc1ccc(Cl)cc1)C(=O)c1ccccc1S2(=O)=O (stereo not given) | -18% | -17% | 28µM*
COc1ccc(C(=O)Nc2c(C(=O)c3ccccc3)oc3ccccc23)cc1 | -31% | 3% | -7%
CNC(=O)C1CCN(c2nc3ccccc3nc2C(F)(F)F)CC1 | 9% | 6% | 5%
Cc1ccc(-n2ncc3c(NCC(C)C)ncnc32)c(C)c1 | -1% | -5% | 5%
COCCCN1CN=C(NS(=O)(=O)c2ccc(NC(C)=O)cc2)NC1 | ? | 3% | -4%

Laid out differently: 17 of the compounds above.
| Compound | KB-V1 MDR tox | KB-3-1 cytotox | ATXN2 expr inh |
| --- | --- | --- | --- |
| CCc1ccccc1N(C)C(=O)C1CCCN(c2ncnc3onc(-c4ccc(F)cc4)c23)C1 (stereo not given) | 7% | 0% | 8% |
| COc1ccc(CCNC(=O)c2c(C)nn(-c3ccc(F)cc3)c2-n2cccc2)cc1OC | 5.2µM* | 5.8µM* | -21% |
| Cc1cc(C)cc(OCC(=O)N2CCC(c3nc4ccccc4s3)CC2)c1 | -20% | -2% | -18% |
| O=S(=O)(c1ccccc1)c1nc(-c2ccccc2F)oc1N1CCOCC1 | ? | 15% | -3% |
| CCC(=O)N1c2ccc(S(=O)(=O)N3CCCCCC3)cc2CC1C (stereo not given) | -18% | 14% | 0% |
| CC(NC(=O)c1ccc2c(c1)CCN2S(=O)(=O)c1ccccc1)c1ccccc1 (stereo not given) | -5% | -1% | 3% |
| CCCc1cc(N2CCN(c3cccc(C)c3C)CC2)n2cnnc2n1 | ? | -25% | -25% |
| Cc1ccc(OCc2nc(-c3ccc(C(=O)NCCc4ccc(S(N)(=O)=O)cc4)cc3)oc2C)cc1 | 0% | -2% | -8% |
| CC(=O)N1CCc2c(sc3c2c(=O)n(-c2ccccc2)c(=O)n3CC(=O)Nc2cccc(C)c2)C1 | 13% | 3% | -35% |
| COc1ccccc1NC(=O)Cn1c(=O)n(CCc2ccccc2)c(=O)c2sc3ccccc3c21 | 11% | -11% | 16% |
| Cc1ccc(-c2nnc(SCc3ccccc3C)o2)cc1 | ? | -1% | 59%[activator] |
| O=C(Nc1ccc(Br)cc1)c1ccc(Br)c(S(=O)(=O)NCc2ccccc2)c1 | 13µM* | ? | ? |
| COc1cc2ccccc2cc1C(=O)Nc1cc(-c2nc3ccccc3o2)ccc1C | -5% | 0% | 4% |
| Cc1ccc(Cn2c(C(=O)Nc3ccc(Cl)cc3)cc3sccc32)cc1 | 0% | 0% | 4% |
| COc1ccc(OC)c(NC(=O)c2oc(=O)c3ccccc3c2-c2ccccc2)c1 | -10% | ? | 10% |
| CCCCNC(=O)C1CCC(Cn2c(=O)c3sccc3n(CC(=O)Nc3ccccc3)c2=O)CC1 (stereo not given) | 21% | 8% | 13% |
| CCOc1ccc(CN2CCc3nc(Nc4ccc5c(c4)OCCO5)ncc3C2)cc1 | 35% | 2% | 13% |

(cont.)
SMILES | KB-V1 MDR tox | KB-3-1 cytotox | ATXN2 expr inh
CCC(C(=O)Nc1ccc(C(C)C)cc1)n1nc(C)n2c(cc3cc(C)ccc32)c1=O (stereo not given) | 5% | 5% | 6%
CC(C)c1ccc(C2N=C(N)Nc3nc4ccccc4n32)cc1 (stereo not given) | -3% | ? | 12%
CCCn1c2ccccc2c2cnn(CC(=O)NCc3ccccc3Cl)c(=O)c21 | 0% | -9% | -13%
CC(=O)c1ccc(NC(=O)c2cc(C)nc3c2c(C)nn3-c2ccc(C)cc2)cc1 | -5% | 12% | 8%
CCOC(=O)c1[nH]c(C)c(CCC(=O)Nc2ccc(N(CC)CC)cc2C)c1C | -2% | -16% | -9%
CC1CCCN(S(=O)(=O)c2ccc3c(c2)CCN3C(=O)CCC(=O)O)C1 (stereo not given) | 6% | -3% | -2%
Clc1ccc(C(c2ccccc2)c2c[nH]c3ccccc23)s1 (stereo not given) | -26% | ? | ?
Cc1ccc(-n2c(SCC(=O)Nc3cccc(F)c3)nc3c(oc4ccccc43)c2=O)cc1C | ? | -1% | 14%
O=C(CNC(=O)c1ccccc1Cl)OCc1cc(=O)n2nc(C3CC3)sc2n1 | -14% | 6% | 8%
Cc1cccc(NC(=O)CSc2nc3ccc(NC(=O)c4ccccc4)cc3s2)c1 | 3% | 1% | ?
Cn1c(=O)c2c(nc(Oc3ccccc3)n2Cc2c(Cl)cccc2Cl)n(C)c1=O | ? | 23% | 8%
Cc1cc(C)cc(NS(=O)(=O)c2ccc3[nH]cc(C(=O)N4CCCCCC4)c(=O)c3c2)c1 | 7% | -2% | 9%
CC(=O)N1CCc2cc(Br)cc(S(=O)(=O)N3CCC(C)CC3)c21 | -4% | 8% | 4%
Cc1ccccc1Nc1c(-c2cccs2)nc2cccc(C)n12 | 0% | 7% | 4%
Cc1nc2c(C(=O)NCCc3ccc(Cl)cc3)c[nH]n2c(=O)c1Cc1ccccc1F | ? | 0% | -12%
CC(C)Oc1ccc(C(=O)NCCc2csc(-c3cccc(F)c3)n2)cc1 | 1% | 9% | -19%
CC(C)(C)C(=O)OCc1cc(=O)n2nc(C3CCCCC3)sc2n1 | 6% | 8% | 10%
CCNc1nc(OC)nc(Oc2ccc(=O)[nH]n2)n1 | 5% | ? | 3%
Cc1cccc(-c2nc(SCC(=O)N(C)c3ccccc3)c3c(=O)n(C)c(=O)n(C)c3n2)c1 | 0% | 19% | 1%
COc1ccc(Cl)cc1N(C)C(=O)Cn1cnc2sc(C)c(S(=O)(=O)N3CCN(c4ncccn4)CC3)c2c1=O | 19% | -4% | -5%
CCCCNC(=O)CCCn1c(=O)c2ccccc2n(Cc2c(C)cc(C)cc2C)c1=O | -5% | 3% | 4%
COc1ccc(NC(=O)CCc2nc3cccnc3n2Cc2cccs2)c(OC)c1 | ? | 9% | -4%
COc1ccc2c(Sc3ccc(C)cc3)c(C(=O)NCCc3ccccc3)[nH]c2c1 | ? | 17% | 23%
COCCCn1c(=N)c(C(=O)NCc2cccnc2)cc2c(=O)n3cc(C)ccc3nc21 | ? | 4% | 7%
O=C(Cc1ccc(Cl)cc1)NCC(c1cccs1)S(=O)(=O)c1ccc(Cl)cc1 (stereo not given) | 4% | ? | ?
(continued)
SMILES | KB-V1 MDR tox | KB-3-1 cytotox | ATXN2 expr inh
CN(C)C1(CNC(=O)COc2ccc([N+](=O)[O-])cc2)CCCCC1 | -8% | 3% | -2%
CCC(C)NC(=O)C(=O)Nc1c2c(nn1-c1ccccc1)CS(=O)(=O)C2 (stereo not given) | 0% | 3% | 3%
COc1cccc(C(=O)Nc2ccccc2-c2nnc(-c3cccc(OC)c3)o2)c1 | 0% | -9% | 8%
CCCCNC(=O)C1CCN(S(=O)(=O)c2ccc3c(ccn3CC)c2)CC1 | -12% | -10% | 1%
CCOc1ccccc1NC(=O)c1c(NC(=O)c2ccccc2)sc2c1CCCC2 | -22% | -11% | 3%
Cc1c(Cl)cccc1NC(=O)C(=O)NCCc1csc2nc(-c3ccccc3F)nn12 | 2% | ? | -6%
COCCn1c(=O)[nH]c2cc(C(=O)Nc3ccc(OC)cc3)ccc2c1=O | ? | -13% | -3%
